Compound activity from PubChem BioAssay.
tuberculosis growth – growth inhibition of non-replicating M. tuberculosis (AID 488890). Mycobacterium tuberculosis non-replicating, growth inhibition; higher % means a stronger effect. one-dose inhibition, % at 25 µM; IC50 in µM for titrated hits. hit rate 0.39% among 320,000; in the data active = a potency from the dose series; inconclusive = inhibition mostly from about 82% at the one dose, without a potency; inactive = the rest, 99 in 100 with inhibition below about 76%;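 also: plate controls were DMSO cells for no effect and high antibiotic wells for full effect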
M. tuberculosis HTS – M. tuberculosis growth inhibition, HTS (AID 449762); hit rate 0.59% among 330,000; one-dose inhibition, % at 25 µM; IC50 in µM for titrated hits; M. tuberculosis H37Rv growth inhibition, 7H9 media; higher % means a stronger effect; in the data active = a potency from the dose series; inconclusive = inhibition above about 70% without an active follow-up result;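 also: bacterial growth assessed after seven days of incubation; strong numbers were not always called active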
influenza NS1A – H1N1 influenza NS1A inhibitors, functional cell based assay (AID 504329) | one-dose inhibition, % at 12.5 µM; IC50 in µM for titrated hits | NS1A functional cell-based assay, percent inhibition; higher % means a stronger effect | hit rate 0.3% among 340,000; in the data active = a potency from the dose series; inconclusive = inhibition above about 27% without an active follow-up result; also: strong numbers were not always called active
VEEV TC-83 Vero – inhibitors of VEEV TC-83 cytopathic effect, confirmation, Vero cells (AID 588727) | hit rate 0.13% among 350,000 | Vero cells, VEEV TC-83 cytopathic effect inhibition; higher % means a stronger effect | one-dose inhibition, % at 20 µM; IC50 in µM for titrated hits; in the data active = a potency from the dose series; inconclusive = inhibition mostly from about 14% at the one dose, without a potency; inactive = the rest, 99 in 100 with inhibition below about 12%; also: strong numbers were not always called active
PhoP GFP inhibition – PhoP regulon inhibitors, Salmonella typhi PhoP promoter GFP reporter, confirmatory (AID 1850); Salmonella Typhi PhoP-promoter GFP reporter, fluorescence, 4 h; higher % means a stronger effect; inhibition, % at 50 µM; hits with a dose series show IC50 in µM; hit rate 0.33% among 310,000; in the data active = a potency from the dose series; inconclusive = inhibition mostly from about 25% at the one dose, without a potency; inactive = the rest, 99 in 100 with inhibition below about 19%;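 also: 0% = induced wells with vehicle and 100% = uninduced wells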
VEEV TC-83 Vero 10K pilot screen – second read-out of VEEV TC-83 Vero, no call of its own (marks repeat the call); inhibition, %; measured here: 10K pilot screen inhibition
An asterisk follows results filed as active; i = inactive; u = inconclusive; x = no result given.

SMILES	tuberculosis growth	M. tuberculosis HTS	influenza NS1A	VEEV TC-83 Vero	PhoP GFP inhibition	others
O=[N+]([O-])c1ccc(CN2CCOCCOCCN(Cc3ccc([N+](=O)[O-])cc3)CCOCC2)cc1	52%	-1%	7%	i	-3%
O=C(Cc1ccc(S(=O)(=O)N2CCOCC2)s1)NNC(=O)c1ccccc1Cl	20%	-3%	2%	0.4%	x
CC(OC(=O)Cc1n[nH]c(=O)c2ccccc12)C(=O)Nc1cc(Cl)cc(Cl)c1 (stereo unspecified)	4%	2%	0%	9.9%	3%
O=C(NCCO)C(=O)NCC1OCCCN1S(=O)(=O)c1cc(F)ccc1F (stereo unspecified)	-5%	-7%	-9%	2.1%	-10%
Nc1nc2nonc2nc1N	7%	4%	x	1.7%	0%
O=C(Nc1ccccc1N1CCCCC1)c1ccc(-c2ccc(Cl)cc2)o1	44%	3%	-7%	5.9%	1%
CCN(CC)C(=O)CSc1nc2ccccc2c(=O)n1CCC(=O)NCCc1ccc(OC)c(OC)c1	-1%	-13%	-4%	7.9%	-7%
Cc1cc(C)cc(OC(=O)C23CCC(C)(C(=O)O2)C3(C)C)c1 (stereo unspecified)	24%	-6%	10%	i	-19%
COc1ccc(/C=C2\SC(=O)N(CCC(=O)Nc3ccccc3)C2=O)cc1OC	-9%	12%	-4%	1.8%	-7%
CCN(Cc1ccccc1)c1c(C(=O)O)cnc2c1cnn2C	6%	-1%	x	0.6%	1%
Nc1nnc(-c2ccccc2Cl)s1	5%	6%	-2%	1.4%	9%
COc1ccc(OCCC(=O)OCC(=O)NC(=O)NC(C)(C)C)cc1	16%	0%	-4%	0.7%	2%
Cc1cccc(NC(=O)CNC(=O)c2cccs2)n1	-7%	-5%	0%	4.6%	3%
CCN(CC(=O)Nc1ccc(NC(C)=O)cc1)C(=O)/C=C/c1ccc(S(=O)(=O)N2CCCCCC2)cc1	15%	-12%	-2%	5.3%	-10%
O=C(CC1C(=O)NCCN1Cc1ccc(F)cc1Cl)NCc1ccon1 (stereo unspecified)	-10%	-4%	-10%	0.4%	-7%

Pulled by structure from above:
SMILES	tuberculosis growth	M. tuberculosis HTS	influenza NS1A	VEEV TC-83 Vero	PhoP GFP inhibition	others
COc1ccc(/C=C2\SC(=O)N(CCC(=O)Nc3ccccc3)C2=O)cc1OC	-9%	12%	-4%	1.8%	-7%
CCN(CC(=O)Nc1ccc(NC(C)=O)cc1)C(=O)/C=C/c1ccc(S(=O)(=O)N2CCCCCC2)cc1	15%	-12%	-2%	5.3%	-10%
Cc1cccc(NC(=O)CNC(=O)c2cccs2)n1	-7%	-5%	0%	4.6%	3%
Nc1nnc(-c2ccccc2Cl)s1	5%	6%	-2%	1.4%	9%

(next part)
SMILES	tuberculosis growth	M. tuberculosis HTS	influenza NS1A	VEEV TC-83 Vero	PhoP GFP inhibition	others
CCCCCCN=C(CC)c1c(O)n(CCCC)c(=O)[nH]c1=O	53%	u	1%	i	5%
CCOC(=O)N1CCN(C(=O)c2cc3c(=O)[nH]c4ccccc4c3s2)CC1	u	9%	13%	10.0%	-5%
CC(C)N(Cc1ccccc1)C(=S)NCc1ccccc1	25%	8%	-12%	3.0%	-1%
CN1CCN(/C=N/c2c(C#N)cnn2C)CC1	-11%	-3%	9%	0.0%	2%
Cc1cccc(N2CCN(C(c3ccncc3)c3nnnn3C(C)(C)C)CC2)c1C (stereo unspecified)	17%	1%	10%	1.9%	6%
O=C(CSc1ncccn1)N/N=C/c1ccccc1[N+](=O)[O-]	-10%	0%	-3%	1.3%	-8%
O=C(CCc1nc2ccccc2c(=O)[nH]1)OCc1cccc(C(F)(F)F)c1	24%	8%	-13%	1.7%	6%
C(=NN=C1c2ccccc2-c2ccccc21)c1c[nH]c2ccccc12	x	x	-13%	4.0%	x
Cn1c(=O)oc2cc(NC(=O)CCl)ccc21	68%	62%	-4%	u	6%
CN(C)Cc1cccc(-c2ccccc2)c1O	x	x	0%	i	x
COc1ccc(NC(=O)C2CC2)cc1OC1CCCC1	8%	-1%	-5%	0.1%	8%
O=C(c1cccs1)N1CCN(C/C=C/c2ccccc2)CC1	10%	-2%	-1%	0.2%	1%
CSCCC(NS(=O)(=O)c1ccc(Cl)c(Cl)c1)C(=O)O (stereo unspecified)	5%	9%	-5%	1.1%	-16%
Cc1cc(C)n2nc(S(=O)(=O)Nc3c(Cl)cccc3Cl)nc2n1	3.1µM*	u	-9%	1.8%	64µM*
CC(C)N(Cc1ccccc1)C(=O)c1cnc2n(c1=O)CCS2	-3%	-4%	5%	i	-8%	VEEV TC-83 Vero 10K pilot screen=0.0

Structural class, the compounds so far with a tert-butyl group (2)
SMILES	tuberculosis growth	M. tuberculosis HTS	influenza NS1A	VEEV TC-83 Vero	PhoP GFP inhibition	others
COc1ccc(OCCC(=O)OCC(=O)NC(=O)NC(C)(C)C)cc1	16%	0%	-4%	0.7%	2%
Cc1cccc(N2CCN(C(c3ccncc3)c3nnnn3C(C)(C)C)CC2)c1C (stereo unspecified)	17%	1%	10%	1.9%	6%

Returning to the listing, starting 2 compounds before the break.
SMILES	tuberculosis growth	M. tuberculosis HTS	influenza NS1A	VEEV TC-83 Vero	PhoP GFP inhibition	others
Cc1cc(C)n2nc(S(=O)(=O)Nc3c(Cl)cccc3Cl)nc2n1	3.1µM*	u	-9%	1.8%	64µM*
CC(C)N(Cc1ccccc1)C(=O)c1cnc2n(c1=O)CCS2	-3%	-4%	5%	i	-8%	VEEV TC-83 Vero 10K pilot screen=0.0
CC(=O)C(C)Sc1nnc(-c2ccccc2F)n1C1CC1 (stereo unspecified)	-3%	-5%	-10%	0.7%	-5%
CCCCCN(C(=O)CN1CCC(Cc2ccccc2)CC1)c1c(N)n(CCCC)c(=O)[nH]c1=O	34%	-2%	1%	i	7%
Cc1ccc(C(=O)NCCOc2cccc3cccnc23)cc1Cl	13%	-10%	-1%	1.2%	-8%
COc1cc(C=O)c(Cl)cc1OCC(N)=O	-1%	10%	1%	0.1%	-5%
COc1ccc(CCNC(=O)COC(=O)/C=C/c2ccc3c(c2)OCO3)cc1	24%	3%	-25%	i	x
Cc1ccc(NS(=O)(=O)c2c(C)[nH]c(C)c2C(=O)N2CCCCC2)cc1C	12%	4%	0%	i	0%
CC(=O)c1cc2c(cc1NC(=O)c1c(-c3ccccc3)noc1C)OCO2	3%	11%	-5%	i	-6%
CCCCNS(=O)(=O)c1ccc2nc(SCC(=O)Nc3ccccc3)[nH]c2c1	24%	1%	2%	3.5%	0%
COC(=O)c1c(NC(C)=O)sc(C(=O)N2CCOCC2)c1C	0%	3%	4%	0.1%	4%
COCCn1c(=NC(=O)c2cc(-c3cccs3)nc3ccccc23)sc2cc(S(N)(=O)=O)ccc21	55%	u	-3%	3.2%	-4%
O=C(CCCCCNC(=O)c1ccccc1Cl)N/N=C/c1ccco1	-30%	3%	5%	0.3%	5%
CC(C)NC(=S)NCc1cccs1	2%	-2%	6%	i	-4%
O=C(N/N=C/c1cccs1)c1[nH]ncc1Br	22%	-1%	-16%	3.7%	0%
O=C(CCC1CCCN(Cc2ccc3c(c2)OCCO3)C1)NCc1ccccc1F (stereo unspecified)	21%	5%	-11%	i	-8%
Nc1c([N+](=O)[O-])c(=O)sc2ccccc12	-2%	-4%	x	2.0%	-2%
CCN(CC(=O)Nc1ccc(NC(C)=O)cc1)C(=O)c1ccc(NC2CC2)c([N+](=O)[O-])c1	8%	6%	-10%	2.3%	6%
CCC(CCC(=O)Nc1cccc([N+](=O)[O-])c1)C(=O)O (stereo unspecified)	-3%	-1%	6%	1.0%	-5%
COCCn1cnc2c1c(=O)n(Cc1ccc(C#N)cc1)c(=O)n2Cc1ccccc1	-5%	-2%	3%	2.2%	-1%
O=C(COc1ncnc2ccccc12)N1CCN(S(=O)(=O)c2ccccc2)CC1	1%	0%	3%	7.2%	-6%
O=C(O)c1cccc(CSc2ncn[nH]2)c1	2%	-5%	19%	1.4%	-1%
Cc1cc(C(=O)Nc2ccccn2)cs1	0%	-4%	0%	0.6%	-2%
O=c1c2nnn(-c3cccc(F)c3)c2ncn1Cc1ccccn1	25%	-2%	1%	i	12%
O=C(N/N=C/c1cc([N+](=O)[O-])ccc1O)C12CC3CC(CC(C3)C1)C2	1.1µM*	u	-2%	2.2%	4%
Nn1cnnc1N/N=C\c1ccc(-c2ccccc2[N+](=O)[O-])o1	x	x	-1%	2.1%	155%
CCOc1ccc(CN2CCC(C(=O)Nc3cccc(-c4ccn[nH]4)c3)CC2)cc1Cl	26%	8%	12%	3.0%	-14%
CC1=C(C(N)=O)C(c2ccccc2)n2nc(-c3cccs3)nc2N1 (stereo unspecified)	6%	2%	10%	1.3%	7%
CCCCNC(=O)CCSc1nc2nc(C)cc(C)n2n1	-4%	-7%	7%	i	0%
O=C(O)c1ccc2c3c(cccc13)C(=O)N(c1cccc3ccccc13)C2=O	10%	3%	5%	0.8%	8%
CC(=O)Nc1nnc(SCC(=O)N2CCN(Cc3ccccc3)CC2)s1	1%	-4%	-1%	3.1%	-4%
CCOc1cc(CNc2ccc(Br)cc2)cc(Br)c1OCC(=O)NC(C)(C)C	2%	-3%	-35%	0.5%	5%
CN(Cc1nc2ccccc2[nH]1)C(=O)C1CCC(=O)N(CCc2cccc(F)c2)C1 (stereo unspecified)	-2%	-1%	-9%	4.3%	0%
O=C(/C=C/c1ccco1)c1ccccc1O	-26%	3%	15%	4.7%	6%
CCOCCCNC(=O)CSc1nnc(-c2ccc(S(=O)(=O)N3CCCC3)cc2)n1C	-28%	-5%	7%	i	-2%
Cc1ccc2nc(Cl)c3cc(C(=O)N(CCN(C)C)Cc4ccco4)sc3c2c1	u	67%	-2%	9.9%	-6%
Cc1occc1-c1nnc(SCC(=O)Nc2ccccn2)o1	56%	37%	-4%	i	-3%
c1ccc(N2CCN(c3ccccc3)C2c2ccncc2)cc1	6%	-3%	-7%	0.6%	-3%
COc1ccc(C(=O)NCC(=O)OCc2ccc(Cl)cc2Cl)cc1OC	-1%	-3%	-9%	3.0%	x
O=P(Cc1cccc2ccccc12)(c1ccccc1)c1ccccc1	x	x	-1%	5.8%	x
CCC(Sc1nc(-c2cccc(OC)c2)c(C#N)c(=O)[nH]1)C(=O)Nc1nnc(C(C)C)s1 (stereo unspecified)	-17%	0%	7%	i	8%
O=C1CN(C(=O)COc2ccc(F)cc2Br)c2ccccc2N1	23%	8%	-7%	0.8%	9%
Cc1c(NC(=O)c2cccc(F)c2)c(=O)n(-c2ccccc2)n1C	1%	0%	-1%	2.3%	-6%
COc1cc(NC(=S)NCCN2CCOCC2)cc(OC)c1OC	-10%	-5%	0%	2.0%	-3%
Cn1nc(OC(=O)Nc2cccc(Cl)c2)cc1C(F)(F)F	8%	5%	0%	0.3%	-9%
NS(=O)(=O)c1cc(C(=O)NC2CCSc3ccccc32)ccc1Cl (stereo unspecified)	13%	-3%	9%	i	4%
O=C(Nc1ccc2nc(-c3cccnc3)[nH]c2c1)c1ccco1	x	-10%	5%	1.5%	x
C#CC(CC)(CC)NC(=O)/C=C/C(=O)O	-10%	1%	-4%	0.5%	5%
c1coc(CNCc2cccs2)c1	18%	4%	0%	1.0%	-9%
CN(C(=O)COC(=O)CCC(=O)c1ccc(Cl)cc1)c1c(N)n(Cc2ccccc2)c(=O)[nH]c1=O	10%	-6%	-3%	7.9%	-3%
O=C(COc1ccc2ccccc2c1)N1CCN(Cc2c[nH]c3ccccc23)CC1	39%	5%	13%	8.2%	-3%
N/C(=N\OC(=O)CC1CCCCC1)c1ccc(Br)cc1	u	-10%	-12%	1.1%	-9%
Cc1cccc(Nc2nc(NCC3CCCO3)nc(N)c2[N+](=O)[O-])c1 (stereo unspecified)	12%	-1%	-2%	1.0%	4%
O=c1cc(CN2CCN(Cc3ccccc3)CC2)c2cc3c(cc2o1)CCC3	-2%	u	-11%	0.9%	1%
COc1cccc(-c2nc3c(c(SCC(=O)N4CCOCC4)n2)Cc2c(CO)cnc(C)c2O3)c1	2%	9%	19%	10%	5%
COc1ccccc1C(CNc1ncccc1[N+](=O)[O-])N(C)C (stereo unspecified)	7%	-6%	-1%	i	1%
CCCN(C(=O)Cn1c(C(F)(F)F)nc2ccccc21)C1CCS(=O)(=O)C1 (stereo unspecified)	-7%	8%	1%	1.9%	6%
O=C(N/N=C/c1cc2c(cc1Br)OCO2)c1cccnc1	10%	1%	3%	1.6%	1%
CCCCn1c(-c2ccc([N+](=O)[O-])cc2)n[nH]c1=S	6%	-4%	-3%	5.6%	-7%
COc1cc(NC(=O)CSc2nnc(-c3cc(C)on3)o2)cc(OC)c1	-1%	-4%	0%	0.1%	-6%
Cc1c(C(=O)OCC(=O)NC2CCCCC2)oc2ccccc12	23%	-2%	-9%	i	x
O=c1[nH]nc(-c2ccc(F)cc2)cc1-c1ccccc1	7%	8%	-20%	0.6%	4%
